Compound activity from PubChem BioAssay.
D3 antag – antagonists of human D3 dopamine receptor | P35462 | D3R cells, DiscoveRx beta-arrestin luminescence, antagonist mode; hits give low values | 360,000 tested, 2.5% active | max response, negative = inhibition, %; in the data active means max response below about -50%; inconclusive means no clear call, values can overlap the other calls; further: on the % scale 0 is the no-effect control and ±100 the full control effect; mostly tested at two doses, the higher about 12 µM
Target sequence (P35462 whole entry, looked up): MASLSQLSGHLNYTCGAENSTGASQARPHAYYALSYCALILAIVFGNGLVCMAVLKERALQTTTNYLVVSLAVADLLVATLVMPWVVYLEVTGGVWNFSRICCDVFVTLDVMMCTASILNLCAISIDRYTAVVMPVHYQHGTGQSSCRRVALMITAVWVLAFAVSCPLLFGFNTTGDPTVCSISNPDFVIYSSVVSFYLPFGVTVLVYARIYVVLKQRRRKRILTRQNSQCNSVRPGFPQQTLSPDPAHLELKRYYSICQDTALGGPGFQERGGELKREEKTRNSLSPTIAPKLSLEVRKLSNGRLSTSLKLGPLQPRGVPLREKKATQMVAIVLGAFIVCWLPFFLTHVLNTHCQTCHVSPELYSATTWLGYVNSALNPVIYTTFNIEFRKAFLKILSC
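Cells plated overnight at 1500 cells/well, then exposed to library compounds with dopamine controls for 90 minutes at 37 degrees C. DiscoveRx reagent added for 30–60 minutes at room temperature; luminescence read, quantitative HTS format.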
FUS yeast rescue – FUS proteinopathy suppression in yeast; AID 1347120; Potency, µM (series often up to 76.6 µM), without a hit: at the highest dose growth rescue (activation), usual class: activators; 390,000 tested, 0.24% active; S. cerevisiae FUS-expressing, growth rescue, OD600, 24 h;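 further: potency means the concentration at half of the fitted maximal effect; plate controls were DMSO vehicle for no effect and reference control for full effect; nearly all actives have a fitted effect of over 55% in size; some results filed as inactive show a strong effect at the top dose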
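Galactose (2%) drives FUS expression in yeast precultured in raffinose; seeding density OD 0.005. Test compounds incubated 24hr at 30C and 99% humidity before absorbance at 600 nm was measured.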
TDP43 rescue – TDP-43 toxicity inhibition in yeast; 410,000 tested, 1.8% active; TDP-43 expressing yeast growth rescue, BacTiter-Glo, 24 h; Potency, µM (titrated, usually from 46.1 µM), inactives show at the top dose growth rescue (activation), actives largely listed as activators; further: potency means the concentration at half of the fitted maximal effect; % of control where 0% means no effect; nearly all actives have a fitted effect of over 50% in size
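Yeast expressing TDP-43 (pregrown in raffinose, seeded at OD600=0.02 in galactose medium) exposed to compounds 24 hr at 30 deg C. Growth read by BacTiter-Glo luminescence; rescue of toxicity appears as increased signal.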
D3 ag – agonists of human D3 dopamine receptor. D3R DiscoveRx beta-arrestin cells, luminescence, 90 min. max activation, %. 410,000 tested, 0.58% active. AID 652048; in the data active means max activation above about 30%; further: 0% is about no effect; mostly tested at two doses, the higher about 12 µM
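Cells at 1500/well, incubated overnight, then treated with pinned compounds (dopamine as control) for 90 min at 37 degrees C. DiscoveRx reagent added for 30 - 60 minutes at room temperature; luminescence read.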
aSyn rescue – rescues yeast growth from alpha-synuclein toxicity; Yeast expressing alpha-synuclein, growth rescue, BacTiter-Glo, 24 h; Potency, µM (series often up to 46.1 µM), inactives show at the top dose growth rescue (activation), actives largely listed as activators; 370,000 tested, 0.14% active; AID 652106; further: potency means the concentration at half of the fitted maximal effect; % of control where 0% means no effect; nearly all actives have a fitted effect of over 65% in size
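Readout is rescue of growth in alpha-synuclein-expressing yeast, so inhibitors of toxicity appear as activators. Growth after 24 hr at 30 deg C in galactose medium is quantified by luminescence.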
EPAC2 ag – EPAC2 (human) agonism; 360,000 tested, 0.079% active; Potency, µM (highest dose often 154 µM), inactives show at the highest dose activation, actives largely listed as activators; EPAC2 activation, biochemical qHTS; response scale: 100% = 6.5 mM cAMP response; Q8WZA2; AID 720711; further: potency means the concentration at half of the fitted maximal effect; nearly all actives have a fitted effect of over 50% in size
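qHTS, titration series. 100 nM EPAC2 / 250 nM Rap1B-BODIPY-GDP / 50 uM GDP; RT; ex 480/em 540 nm, 5-min reads to 30 min. Norm. to 6.5 mM cAMP = activation.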
EPAC2 antagonist – EPAC2 (human) antagonism | Q8WZA2 | EPAC2 GEF exchange of Rap1B-BODIPY-GDP, fluorescence | 360,000 tested, 0.18% active | Potency, µM (highest dose often 114 µM), for the others: at the highest dose activity, negative = inhibition, usual class: inhibitors; further: potency means the concentration at half of the fitted maximal effect; on the % scale 0 is the no-effect control and ±100 the full control effect; nearly all actives have a fitted effect of over 45% in size; many of its hits are not listed in these tables
Abeta rescue – A-beta toxicity reversal in yeast. yeast expressing A-beta42, growth rescue, OD600, 48 h; response scale: 0% DMSO, 100% iron-clioquinol control. Potency, µM (top dose mostly 46.1 µM), inactives show at the top dose growth rescue, actives largely listed as activators. 410,000 tested, 0.063% active; further: potency means the concentration at half of the fitted maximal effect; nearly all actives have a fitted effect of over 55% in size
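Yeast A-beta toxicity model in growth medium with pinned compounds, 48 h at 30 C; growth read as absorbance at 600 nm. Normalized to FeCl3/clioquinol equimolar mix (positive) and DMSO (negative).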
Active calls of the source: *; u = inconclusive; x = no result given; [ ] = remark or other dose. Unless noted, the call rests on the fitted dose curve; in most records, active means well fitted curve in the direction sought with a large enough effect; inconclusive means small, poorly fitted or top-dose-only effect, or another doubt; inactive means no such curve, though single readings can be large; an effect the other way counts as inactive or inconclusive.

SMILES	D3 antag	FUS yeast rescue	TDP43 rescue	D3 ag	aSyn rescue	EPAC2 ag	EPAC2 antagonist	Abeta rescue
CC[C@H](C)[C@@H]1NC(=O)[C@H]([C@@H](C)CC)NC(=O)[C@@H](CC(C)C)NC(=O)[C@H](Cc2ccccc2)NC(=O)[C@H](Cc2ccccc2)NC(=O)[C@@H]2CCCN2C(=O)[C@@H]2CCCN2C(=O)[C@H](C(C)C)NC(=O)[C@H](CC(C)C)NC1=O	23	18µM*	19%	-3	0%	-13%	5%	11%
CCC(=O)N1CCc2cc(S(=O)(=O)N3CCc4ccccc43)ccc21	21	8%	-17%	-2	-13%	-6%	7%	3%
O=S(=O)(Nc1nc2ccccc2s1)c1cc(F)ccc1F	-9	-4%	11%	-3	-2%	-9%	4%	16%
O=C(CCNS(=O)(=O)c1cccc2nonc12)NC1CCCCCC1	-2	18%	10%	6	-7%	12%	-7%	-2%
CCOc1ccc(NC(=O)COC(=O)CC2CC3CCC2C3)cc1 (stereo not given)	12	16%	-32%[inhibitor]	5	-1%	11%	-7%	20%
N/C(Cc1ccc(Cl)cc1)=N\OC(=O)c1ccccc1	11	-13%	-94%[inhibitor]	1	-67%[inhibitor]	8%	-4%	-89%[inhibitor]
COc1ccc(-n2c(COc3cccc4ccccc34)nnc2SCC(=O)NCc2ccco2)cc1	0	34%	-7%	-5	10%	9%	-12%	-7%
CC(C(Sc1ccccc1N)c1ccccc1)[N+](=O)[O-] (stereo not given)	u	15%	u	-1	7%	1%	-19%	-16%
COc1cccc(NC(=O)c2oc3ccccc3c2NC(=O)C2CCCCC2)c1	x	-14%	-8%	-6	x	x	x	-12%
O=c1ccn([C@@H]2O[C@H](CNCc3cccc4c3sc3ccccc34)[C@@H](O)[C@H]2O)c(=O)[nH]1	36	-4%	17%	4	-6%	9%	8%	-1%
O=C(CSc1cccc[n+]1[O-])c1ccc(Cl)s1	-5	2%	-1%	-2	u	7%	-1%	-5%
COc1cc(C2/C(=C(\O)c3ccc4c(c3)CC(C)O4)C(=O)C(=O)N2c2nnc(C)s2)cc(OC)c1OC (stereo not given)	9	30%	4%	1	3%	-10%	-11%	9%
COc1ccccc1N1CCN(C(=O)Cn2nnc(-c3ccncc3)n2)CC1	4	32%	-3%	7	4%	0%	4%	6%
Cc1cccc(C)c1NC(=O)C1(C)CN(S(C)(=O)=O)CC(=O)N1C1CC1 (stereo not given)	9	-7%	13%	0	1%	0%	6%	-16%
CCCCC(=O)Nc1ccc2c(c1)nc1n2CCSC1	-28	u	-3%	-1	-1%	6%	0%	8%
CCN(C(=O)COC(=O)CNC(=O)c1ccc(Cl)cc1Cl)c1c(N)n(Cc2ccccc2)c(=O)[nH]c1=O	2	15%	6%	4	0%	4%	-2%	-2%
COc1ccc(Cn2nc(C)n(N(C)c3ncc(C(F)(F)F)cc3Cl)c2=O)cc1	-5	21%	u	0	1%	0%	-3%	-1%
Cc1ccc(NC(=S)NC(NC(=O)c2ccccc2)C(Cl)(Cl)Cl)c(C)c1 (stereo not given)	-25	35%	-11%	-19	-5%	12%	2%	7%
CN1C(=O)c2[nH]nc(-c3ccc(F)cc3)c2C1c1ccccn1 (stereo not given)	x	-19%	-14%	1	x	x	x	-33%
C=CCO/N=C(/C)c1c(O)c(CC)c(-c2ccccc2)n(-c2ccccc2)c1=O	2	40%	-7%	0	-2%	17%	-3%	4%

Some of these compounds in order of length of the SMILES, rising.
SMILES	D3 antag	FUS yeast rescue	TDP43 rescue	D3 ag	aSyn rescue	EPAC2 ag	EPAC2 antagonist	Abeta rescue
CCCCC(=O)Nc1ccc2c(c1)nc1n2CCSC1	-28	u	-3%	-1	-1%	6%	0%	8%
O=C(CSc1cccc[n+]1[O-])c1ccc(Cl)s1	-5	2%	-1%	-2	u	7%	-1%	-5%
N/C(Cc1ccc(Cl)cc1)=N\OC(=O)c1ccccc1	11	-13%	-94%[inhibitor]	1	-67%[inhibitor]	8%	-4%	-89%[inhibitor]
COc1ccc(-n2c(COc3cccc4ccccc34)nnc2SCC(=O)NCc2ccco2)cc1	0	34%	-7%	-5	10%	9%	-12%	-7%
CC[C@H](C)[C@@H]1NC(=O)[C@H]([C@@H](C)CC)NC(=O)[C@@H](CC(C)C)NC(=O)[C@H](Cc2ccccc2)NC(=O)[C@H](Cc2ccccc2)NC(=O)[C@@H]2CCCN2C(=O)[C@@H]2CCCN2C(=O)[C@H](C(C)C)NC(=O)[C@H](CC(C)C)NC1=O	23	18µM*	19%	-3	0%	-13%	5%	11%

Returning to the listing, repeating the 2 entries before the break.
SMILES	D3 antag	FUS yeast rescue	TDP43 rescue	D3 ag	aSyn rescue	EPAC2 ag	EPAC2 antagonist	Abeta rescue
CN1C(=O)c2[nH]nc(-c3ccc(F)cc3)c2C1c1ccccn1 (stereo not given)	x	-19%	-14%	1	x	x	x	-33%
C=CCO/N=C(/C)c1c(O)c(CC)c(-c2ccccc2)n(-c2ccccc2)c1=O	2	40%	-7%	0	-2%	17%	-3%	4%
Cc1ccc(C=Nc2ccccc2C(N)=O)s1	-12	-9%	20%	-2	1%	5%	6%	24%
COc1ccc(CC(=O)Nc2ccc3nc(Nc4ccc(OC)cc4)cc(C)c3c2)cc1	x	u	0%	4	x	x	x	-1%
COC(=O)CN1C(=O)[C@H]2[C@@H](C3CC3)N3C(=O)CN(Cc4ccccn4)C(=O)[C@@]3(Cc3ccccc3)[C@H]2C1=O	29	-22%	1%	1	6%	9%	12%	1%
CCCn1c2ccccc2c2cnn(CC(=O)NCCc3ccc(OC)cc3OC)c(=O)c21	x	-1%	0%	2	x	x	x	0%
COc1ccccc1-c1cc(C(=O)N/N=C/c2ccc(C)s2)c2ccccc2n1	-22	u	2%	2	-4%	9%	-4%	-6%
Cc1c2c(=O)n(-c3nc4ccccc4s3)nc-2cc(O)n1Cc1ccccc1	2	u	19%	-3	1%	-7%	-6%	-5%
CCOc1ccc(NC(=O)C(=O)NCCCn2ccnc2)cc1	-18	-4%	-26%	-6	-1%	7%	7%	-10%
CCOc1ccccc1-n1c(SCC(=O)NCc2ccco2)nnc1-c1ccncc1	8	22%	0%	2	-5%	10%	-3%	4%
O=C(N/N=C/c1cccc([N+](=O)[O-])c1)c1ccccc1-n1cccc1	13	-8%	u	1	1%	3%	5%	21%
COC(=O)c1ccccc1NC(=O)C1(S(=O)(=O)c2ccc(Cl)cc2)CC1	6	12%	5%	2	9%	24%	-22%	-7%
CCn1c(Cc2c(C)[nH]c3ccccc23)nnc1SCC(=O)NCc1ccco1	12	14%	-24%	2	-6%	2%	15%	-1%
O=C(NCc1cccs1)c1nc2c(nnn2Cc2ccccc2Cl)c(=O)[nH]1	-25	x	-1%	-7	9%	15%	0%	11%
O=C(CCC(=O)N1CCCC1)Nc1nnc(C(F)(F)F)s1	4	4%	-8%	6	0%	-5%	-2%	9%
Cc1cccc(Nc2nnc(SCc3cn4ccsc4n3)s2)c1	24	-1%	9%	-16	-11%	21%	-13%	6%
CCOc1ccc(NC(=O)CSc2ncc(-c3ccc(F)cc3)n2Cc2ccco2)cc1	1	-4%	3%	1	9%	20%	-16%	-1%
O=C(Nc1ccc2c(c1)OCCO2)C1CCN(C(=O)c2ccc(F)cc2)CC1	-26	42%	-26%	-6	-4%	11%	-9%	-23%
O=C(c1ccc(F)cc1)N1CCCCC(Sc2nnc3ccccn23)C1=O (stereo not given)	-9	19%	-4%	-6	1%	3%	-2%	10%
Cc1ccc(-c2nc3scc(CCNS(=O)(=O)c4c(C)noc4C)n3n2)cc1	x	30%	12%	-11	x	x	x	-14%
CSC1=NC(C)(C)C=C(/C=C/c2ccc(Cl)cc2Cl)N1	-9	55%	-12%	-8	2%	5%	5%	-7%
CC(C)C(=O)NNC(=O)c1csc(CS(=O)(=O)c2ccc(Cl)cc2)n1	-12	2%	11%	11	8%	1%	5%	8%
Cc1cc(C)c(Cn2c3ccccc3c3cnn(CC(=O)NCc4ccc(Cl)cc4)c(=O)c32)c(C)c1	x	-12%	25%[9.22 µM]	-9	x	x	x	-10%
COc1cccc(CNC(=O)C(C)n2ncn3cccc3c2=O)c1OC (stereo not given)	x	0%	-8%	-14	x	x	x	0%
CCOc1ccc(N/C=C\C(=O)c2ccc3c(c2)OCO3)cc1	-3	x	-21%	-3	21%	9%	0%	-3%
FC(F)(F)c1ccccc1Cc1c(-c2cccc(Cl)c2)nc2c3ccccc3ccn12	-9	-8%	11%	-14	-8%	5%	2%	3%
Cc1ccc(NC2=NCCCCC2)cc1C	-13	13%	20%	2	-1%	-3%	5%	2%
Cc1ccccc1C(=O)c1c[nH]c(C(=O)NCC2CCCO2)c1 (stereo not given)	8	-31%	22%	2	2%	10%	6%	-3%[9.22 µM]
CC(=O)Nc1ccc(NC(=O)c2ccc(COc3ccccc3Br)o2)cc1	-1	20%	3%	11	4%	0%	-4%	-2%
CC1CCN(S(=O)(=O)c2ccc3c(c2)N(CC(=O)NC(C)(C)C)C(=O)CS3)CC1	x	8%	16%	3	x	x	x	-29%
Cc1oc(-c2ccc(C(=O)NC(C)c3ccccc3)cc2)nc1CS(=O)(=O)c1ccccc1 (stereo not given)	x	-2%	-10%	-17	x	x	x	-7%

A portion of the library; rates above refer to the full screens.
